Assay outcomes (PubChem BioAssay)
DNA FID counter: fluorescent intercalator displacement, NS3 helicase counter-screen; DNA fluorescent intercalator displacement, fluorescence; inhibition, % at 7.9 µM; 290,000 tested, 0.17% active; in the data active = inhibition above about 37%;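 also: 0% = vehicle and 100% = reference compound; higher means more ethidium bromide displaced from hairpin DNA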
IMP-1 inh: inhibitors of Pseudomonas aeruginosa IMP-1 metallo-beta-lactamase; purified IMP-1, nitrocefin hydrolysis, epi-absorbance fluorescence; inhibition, % at 5.6 µM; 290,000 tested, 0.45% active; AID 1556;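 active = inhibition above the mean plus 3 SD of all compounds in the same screening run, cut at about 4.5% in these data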;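 also: 0% = IMP-1 with DMSO and 100% = DMSO wells lacking enzyme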
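System – purified recombinant IMP-1 beta-lactamase · Input – IMP-1 dispensed at 0.2 nM · Timing – 15 min preincubation plus 25 min reaction at 25 °C · Signal – Epi-absorbance fluorescence, 480 nm excitation, 530 nm emission · Measure – percent IMP-1 inhibition derived from blank-referenced optical density · Controls – Enzyme-plus-DMSO low control, enzyme-free DMSO high control · Replication – singlicate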
IDE cell activ: IDE (human) activation, cell-based; activation, % at 5.96 µM; 340,000 tested, 0.073% active; HEK cells, FAbeta-B cleavage, fluorescence polarization; 0% vehicle, 100% cell-free pure enzyme wells;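 active = activation above the mean of all tested compounds plus 3 SD, set per screening campaign, cut at about 17% in these data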
NS3 helicase inh: inhibitors of Hepatitis C virus NS3 helicase; 290,000 tested, 0.56% active; inhibition, % at 10.9 µM; NS3 helicase DNA unwinding, Cy5 molecular beacon fluorescence;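 active = inhibition above the mean of all tested compounds plus 3 SD, set per campaign, cut at about 35% in these data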;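 also: 0% = DMSO wells and 100% = thioflavine S control wells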
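Compound dosing – single dose, 10.9 µM nominal final, DMSO 0.8% final · System – NS3 helicase fragment of HCV · Buffer or medium – MOPS pH 6.5, MgCl2, DTT, Tween20, BSA · Signal – Cy5 beacon fluorescence read at start and 1 h · Also added – annealed dual-labelled DNA beacon duplex, ATP-started · Schedule – 1 h at 25 °C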
pCIP destab: lowers stability of the mouse p/CIP coactivator protein; F442A p/CIP-EGFP cells, EGFP fluorescence, 16 h; 290,000 tested, 0.01% active; Q05BA5; decrease of EGFP signal, % at 10 µM;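 active = EGFP signal decrease of at least 30% at 10 µM or well 3 SD below plate mean, unless failing retest; inactive = the rest, including hits failing retest or dose response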; also: some compounds called inactive have numbers as strong as hits; many of its hits are not listed in these tables
MEKK3 PB1 HTS: modulators (inhibitors or enhancers) of MEK5 binding to human MEKK3 PB1 domain; AID 1529; bead-based flow cytometry, Alexa488-MEK5 binding to MEKK3; actives lie on both sides; 0 = blocked by unlabeled MEK5, 100 = vehicle; binding response (% of control), % at 10 µM; 290,000 tested, 1.4% active; Q99759;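 active = binding response more than 3 SD above or below the average of its plate-row segment, actives on both sides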;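 also: Alexa488 bead fluorescence after subtracting the streptavidin-only scavenger bead signal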
Target sequence (Q99759 whole entry, looked up, the tested form may be a part): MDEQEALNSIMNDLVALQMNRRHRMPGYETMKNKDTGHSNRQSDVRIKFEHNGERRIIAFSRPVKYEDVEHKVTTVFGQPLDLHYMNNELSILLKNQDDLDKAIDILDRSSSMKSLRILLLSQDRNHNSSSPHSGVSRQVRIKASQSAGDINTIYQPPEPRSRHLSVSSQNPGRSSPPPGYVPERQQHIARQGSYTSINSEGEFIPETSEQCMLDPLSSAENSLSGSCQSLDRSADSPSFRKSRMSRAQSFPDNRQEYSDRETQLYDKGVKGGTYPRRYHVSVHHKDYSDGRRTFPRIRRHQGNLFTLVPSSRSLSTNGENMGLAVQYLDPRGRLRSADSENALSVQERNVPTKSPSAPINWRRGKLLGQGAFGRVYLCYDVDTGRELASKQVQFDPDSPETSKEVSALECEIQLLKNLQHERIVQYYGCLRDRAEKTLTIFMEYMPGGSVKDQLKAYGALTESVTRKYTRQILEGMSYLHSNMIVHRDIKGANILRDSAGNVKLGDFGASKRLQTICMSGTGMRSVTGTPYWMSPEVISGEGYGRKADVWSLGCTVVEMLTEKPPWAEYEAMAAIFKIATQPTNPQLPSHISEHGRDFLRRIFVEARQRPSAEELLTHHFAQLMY
VIM-2 inhibitor: blocks Pseudomonas aeruginosa VIM-2 metallo-beta-lactamase. AID 1527. purified VIM-2, nitrocefin hydrolysis, epi-absorbance fluorescence. 290,000 tested, 0.89% active. inhibition, % at 5.6 µM;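 active = inhibition above the mean of all tested compounds plus 3 SD, cutoff set per screening run, cut at about 7.5% in these data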;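 also: red hydrolysis product quenches plate fluorescence so inhibitors raise well fluorescence; 0% = enzyme with DMSO and 100% = DMSO without enzyme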
PHOSPHO1 inh: blocks human PHOSPHO1 phosphatase activity; Q8TCT1; recombinant PHOSPHO1, absorbance phosphatase assay; inhibition, % at 13.3 µM; 290,000 tested, 1.1% active; AID 1565; in the data active = inhibition above about 60%
Target sequence (Q8TCT1 whole entry, looked up): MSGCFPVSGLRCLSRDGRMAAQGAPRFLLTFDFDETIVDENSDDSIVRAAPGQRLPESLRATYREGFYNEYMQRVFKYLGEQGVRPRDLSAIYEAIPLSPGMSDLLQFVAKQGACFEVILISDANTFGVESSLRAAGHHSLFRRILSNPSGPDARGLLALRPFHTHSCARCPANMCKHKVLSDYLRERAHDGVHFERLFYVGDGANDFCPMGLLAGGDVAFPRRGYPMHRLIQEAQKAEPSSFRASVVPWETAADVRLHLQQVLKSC
UBC9 SUMO inh: inhibitors of human SUMOylation (UBC9); HTRF SUMOylation assay, SAE1/SAE2 + UBC9, in vitro; P63279; inhibition, % at 35 µM; 290,000 tested, 0.36% active; in the data active = inhibition above about 50%, passing the limit was not always enough; also: strong numbers were not always called active
Target sequence (P63279 whole entry, looked up): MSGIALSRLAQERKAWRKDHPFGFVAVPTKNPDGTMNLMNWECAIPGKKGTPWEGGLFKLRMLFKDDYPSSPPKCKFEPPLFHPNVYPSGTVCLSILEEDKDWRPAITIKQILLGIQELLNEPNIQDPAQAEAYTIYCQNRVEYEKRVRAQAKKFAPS
Active calls of the source: *; nt = no result given. These rows are one share of the data; count on the stated rates, not on these rows.

SMILES	DNA FID counter	IMP-1 inh	IDE cell activ	NS3 helicase inh	pCIP destab	MEKK3 PB1 HTS	VIM-2 inhibitor	PHOSPHO1 inh	UBC9 SUMO inh
Brc1ccc2ncnc(NCc3ccccc3)c2c1	4	-1.3	1	10	-3	86	-0.2	6	2
Cc1ccc(-n2c(C)cc(-c3csc(N)n3)c2C)cc1	-19	-1.5	8	83*	-4	105	-4.2	-6	40
O=C(c1ccc2nc(Cc3cccc(Cl)c3)oc2c1)N1CCOCC1	-27	-1.1	4	-8	-2	100	1.0	18	3
O=S(=O)(c1ccccc1)N1c2cc(Cl)ccc2Oc2nc3ccccc3nc21	4	-3.1	-1	-4	-10	111	-2.4	4	-4
O=C(COc1ccc(Cl)cc1Cl)Nc1nc2n(n1)C(c1ccccc1)CC(=O)N2 (stereo not given)	-4	1.3	-3	0	-6	101	-0.6	-4	10
Cc1cc(C)c(NC(=O)CN2C(=O)NC3(CCCCC3)C2=O)c(C)c1	-5	-3.8	6	-2	-1	103	-2.8	9	11
O=C(NNC(=O)c1cccs1)c1ccc(Br)o1	0	-1.5	2	-10	0	104	-1.1	-6	-11
COc1ccc(-n2c(=O)c3c4c(sc3n3c(C)nnc23)CCCC4)cc1	-1	-1.9	nt	9	nt	nt	-3.0	nt	nt
COC(=O)c1cn(NC(=O)C2CCC(C)CC2)c(=O)c2ccccc12 (stereo not given)	-1	-2.5	2	5	-4	103	-2.3	44	14
CC(C)C(=O)Nc1ccc(C(=O)NNC(=S)NC(=O)c2cccs2)cc1	-6	-3.0	5	2	4	100	-3.7	8	-40
Cc1ccc(CN2CC(C(=O)Nc3nnc(SCc4c(Cl)cccc4Cl)s3)CC2=O)cc1 (stereo not given)	-10	-2.3	4	9	-8	94	-4.5	-2	-9
CC(C)COP(=O)(c1ccc(N(C)C)cc1)C(O)c1ccc(N(C)C)cc1 (stereo not given)	-33	-1.9	2	-3	-8	95	-1.4	20	18
COc1ccc(C2N3CC4(C)CN2CC(C)(C3)C4O)cc1OC (stereo not given)	-4	-3.8	-2	-5	8	97	3.6	-11	22
CCCNC(=O)[C@H](C)NC(=O)c1ccc(Br)cc1	-3	-1.5	3	2	-1	109	-0.9	9	4
O=C(CN1CCN(CC(=O)Nc2ccccc2Cl)CC1)Nc1ccc2c(c1)OCCO2	-21	-2.4	-4	-8	-12	94	-4.3	18	18

An excerpt from above in order of formula weight, descending:
SMILES	DNA FID counter	IMP-1 inh	IDE cell activ	NS3 helicase inh	pCIP destab	MEKK3 PB1 HTS	VIM-2 inhibitor	PHOSPHO1 inh	UBC9 SUMO inh
Cc1ccc(CN2CC(C(=O)Nc3nnc(SCc4c(Cl)cccc4Cl)s3)CC2=O)cc1 (stereo not given)	-10	-2.3	4	9	-8	94	-4.5	-2	-9
O=C(CN1CCN(CC(=O)Nc2ccccc2Cl)CC1)Nc1ccc2c(c1)OCCO2	-21	-2.4	-4	-8	-12	94	-4.3	18	18
O=C(COc1ccc(Cl)cc1Cl)Nc1nc2n(n1)C(c1ccccc1)CC(=O)N2 (stereo not given)	-4	1.3	-3	0	-6	101	-0.6	-4	10
O=S(=O)(c1ccccc1)N1c2cc(Cl)ccc2Oc2nc3ccccc3nc21	4	-3.1	-1	-4	-10	111	-2.4	4	-4
CC(C)COP(=O)(c1ccc(N(C)C)cc1)C(O)c1ccc(N(C)C)cc1 (stereo not given)	-33	-1.9	2	-3	-8	95	-1.4	20	18
COc1ccc(-n2c(=O)c3c4c(sc3n3c(C)nnc23)CCCC4)cc1	-1	-1.9	nt	9	nt	nt	-3.0	nt	nt
O=C(c1ccc2nc(Cc3cccc(Cl)c3)oc2c1)N1CCOCC1	-27	-1.1	4	-8	-2	100	1.0	18	3
Cc1cc(C)c(NC(=O)CN2C(=O)NC3(CCCCC3)C2=O)c(C)c1	-5	-3.8	6	-2	-1	103	-2.8	9	11
COC(=O)c1cn(NC(=O)C2CCC(C)CC2)c(=O)c2ccccc12 (stereo not given)	-1	-2.5	2	5	-4	103	-2.3	44	14
O=C(NNC(=O)c1cccs1)c1ccc(Br)o1	0	-1.5	2	-10	0	104	-1.1	-6	-11
Brc1ccc2ncnc(NCc3ccccc3)c2c1	4	-1.3	1	10	-3	86	-0.2	6	2
CCCNC(=O)[C@H](C)NC(=O)c1ccc(Br)cc1	-3	-1.5	3	2	-1	109	-0.9	9	4
Cc1ccc(-n2c(C)cc(-c3csc(N)n3)c2C)cc1	-19	-1.5	8	83*	-4	105	-4.2	-6	40

The main list resumes, starting two compounds before the break.
SMILES	DNA FID counter	IMP-1 inh	IDE cell activ	NS3 helicase inh	pCIP destab	MEKK3 PB1 HTS	VIM-2 inhibitor	PHOSPHO1 inh	UBC9 SUMO inh
CCCNC(=O)[C@H](C)NC(=O)c1ccc(Br)cc1	-3	-1.5	3	2	-1	109	-0.9	9	4
O=C(CN1CCN(CC(=O)Nc2ccccc2Cl)CC1)Nc1ccc2c(c1)OCCO2	-21	-2.4	-4	-8	-12	94	-4.3	18	18
COc1cc(C(=O)OCC(C)=O)ccc1OCc1c(C)noc1C	-20	-3.0	6	20	-10	106	-5.6	53	12
Cc1cccc(NC(=O)C2CCN(S(=O)(=O)c3cccc4nsnc34)CC2)n1	-5	-2.4	2	4	-8	nt	-1.6	-26	4
O=C1CCNCCN1[C@H](CO)Cc1ccccc1	-7	-1.1	3	-7	-8	103	4.1	-2	12
CN(C)S(=O)(=O)c1cccc(NC(=O)CN2C(=O)NC3(CCc4ccccc4C3)C2=O)c1 (stereo not given)	-16	-3.7	5	-7	-10	100	-3.4	7	-23
Cc1ccc(C)c(OCc2cc(C(=O)N(C)Cc3ccccn3)no2)c1	-35	-3.6	6	-1	5	102	-0.7	24	9
CCOC(=O)c1ccc(COC(=O)CNC(=O)CNC(=O)Cc2ccccc2)cc1	-29	-3.0	-2	1	-4	97	-2.6	53	8
Cc1ccc(-n2ncc3c(=O)n(-c4ccc(C)c(C)c4)c(-c4ccco4)nc32)cc1	-2	-1.2	3	1	-3	87	-1.1	-9	29
CC(=O)c1ccc(OCCOc2ccc(Cl)c3cccnc23)cc1	-32	-0.3	-1	0	-9	98	-0.1	34	6
CCc1nc2sc(C(C)=O)c(N)c2c2c1CCCC2	-15	0.2	nt	0	2	98	1.8	-56	55
Cc1cc(C)cc(NC(=O)c2cc(C)n(Cc3cccs3)c2C)c1	-17	-1.2	3	-2	-4	90	-2.8	39	3
Oc1[nH]c2ccccc2c1N=Nc1ncnc2c1oc1ccccc12	-1	-2.9	nt	-5	-13	96	-2.4	16	-4
Cc1c(O)c(S(=O)c2ccccc2)c(=O)n(-c2ccccc2)c1-c1ccccc1 (stereo not given)	-28	-3.6	2	6	3	88	1.0	-9	-2
COc1ccc(CCNC(=O)CCN2C(=O)C(C)Oc3ccc(C)cc32)cc1OC (stereo not given)	-41	-7.6	-1	5	-15	98	-0.5	26	6
Cc1cccc(NC(=O)Cn2nnc(C(=O)NCc3cccs3)c2N)c1C	-1	-0.3	11	-5	-5	103	-0.7	-1	28
CNCc1ccccc1OCc1ccc(F)cc1	2	-4.3	1	-5	7	103	-1.9	56	-2
Cc1ccc(S(=O)(=O)N2CCCCC2)cc1C(=O)OCC(=O)NC(=O)NC12CC3CC(CC(C3)C1)C2	-5	-1.9	3	-2	-6	101	-0.7	6	-2
CCCS(=O)(=O)N1CCC(C(=O)NCCCN(C)Cc2ccccc2)CC1	5	-3.3	4	1	0	98	-3.9	-11	2
O=C(Nc1cccc(S(=O)(=O)N2CCCC2)c1)c1ccc2c(c1)OCO2	-1	-4.0	-3	1	5	108	-0.9	18	-18
COC(=O)C1C(=O)C2=C(CC1C)NC(C)=C(C(=O)OC(C)C)C2c1ccc(OC)c(O)c1 (stereo not given)	-33	0.2	1	21	-8	97	1.5	15	10
CSc1ccccc1NC(=O)CCn1c(=O)oc2ccccc21	-6	-4.9	-3	6	-9	98	-2.9	nt	-2
CCN(CC)c1nc(SCC(=O)O)nc(N(CC)CC)n1	-36	-5.6	-3	18	-8	100	-3.4	-14	8
Cc1onc(-c2ccccc2)c1C(=O)O/N=C(\N)c1ccc([N+](=O)[O-])o1	1	-2.5	-1	-8	-12	99	-3.5	30	4
COc1ccc(/C=N/NC(=O)c2ccc[nH]2)cc1	-6	-3.3	4	4	-10	110	-1.5	24	7
COc1ccc(S(=O)(=O)N2CCC(C(=O)Nc3cccc(Cl)c3)CC2)cc1OC	-2	-1.9	2	2	7	106	-2.8	6	-34
COc1cccc(NC(=O)c2cccs2)c1	-1	0.8	0	5	-5	105	0.5	44	17
CC(C)CN1CCN(Cc2ccc(C#CC(C)(C)O)cc2)CC1CCO (stereo not given)	-2	-2.5	0	2	2	94	-2.9	31	28
CN1C(=O)S/C(=C\c2ccccc2OCc2ccc(C(=O)O)cc2)C1=O	-31	-2.6	4	11	0	102	-1.1	-31	1
Cc1cc(C)n2cc(COc3ccccc3)nc2n1	-2	-2.6	2	2	-6	98	-2.8	11	38
COc1ccccc1N1CCN(C(=O)c2oc3cc(C)cc(C)c3c2C)CC1	-30	-2.7	0	-13	-1	106	-1.8	11	3
Cc1ccc(NC(=O)C2CCN(S(=O)(=O)c3ccc4c(c3)NC(=O)C(C)S4)CC2)c(C)c1 (stereo not given)	-48	-1.6	3	11	2	100	-2.5	33	-8
COc1cccc(C2NC(=O)c3ccccc3O2)c1OC (stereo not given)	0	-1.7	-2	-6	-10	101	-2.1	-23	16
CN(C)S(=O)(=O)c1cc(NC(=O)CN2CCN(c3ccccc3)CC2)ccc1Cl	-19	-1.4	2	-28	0	109	-2.5	14	14
COc1cc(/C=C/c2noc(-c3ccccc3O)n2)ccc1OC(C)=O	1	-2.7	5	-3	-6	129*	-3.3	24	5
S=C(c1ccc(-c2ccc(Cl)c(Cl)c2)o1)N1CCOCC1	-11	1.1	-3	18	-1	112	1.6	13	24
COc1cc(OC)cc(-c2nc3ccccc3c(=O)o2)c1	-2	-2.0	7	8	-3	99	-2.1	-23	11
CCn1c(SCC(=O)Nc2nc(-c3ccccc3)cs2)nnc1-c1ccccc1O	-32	-0.8	4	-6	0	101	-0.2	-2	-10
Cc1nnc(SC(C)C#N)n1-c1ccccc1 (stereo not given)	2	-1.3	1	3	3	92	0.7	20	13
COCCn1nnnc1C(C(C)C)N(Cc1cccnc1)Cc1ccccc1Cl (stereo not given)	-33	1.6	0	-5	-1	103	-2.7	0	-2
COc1ccc2c(Cl)c(C(=O)NCCCn3ccnc3)sc2c1	3	-1.9	2	-3	5	104	3.7	10	8
